697 NFkB inh: lowers PMA/ionomycin-induced NF-kB signal in 697 B cells | 697 B-cell NF-kB luciferase reporter, 16 h | inhibition, % at 4 µM | actives 0.33% (n = 330,000) | AID 435022; in the data active means inhibition above about 35%
Jurkat NFkB inh: inhibitors of the PMA/ionomycin-induced NF-kB reporter in Jurkat cells; inhibition, % at 4 µM; AID 435003; PMA/ionomycin-induced NF-kB luciferase reporter, luminescence; actives 0.53% (n = 330,000)
CCR6 antagonist: blocks CCL20-driven beta-arrestin recruitment at human CCR6; P51684; CHO-K1 CCR6 PathHunter beta-arrestin, luminescence, CCL20-stimulated; inhibition, % at 20 µM; actives 0.49% (n = 340,000); AID 493098;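 active means compounds whose inhibition of the agonist-driven luminescence signal at 20 µM reaches about 50%, limit read from the data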;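 further: cells stimulated with CCL20 at 14 nM final; plate controls were DMSO with CCL20 for no effect and DMSO without agonist for full effect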
SENP8 block: SENP8 protease inhibition. Q96LD8. purified SENP8, Z-RLRGG-aminoluciferin cleavage, luminescence. inhibition, % at 10 µM. actives 1.2% (n = 330,000)
UBC13 polyUb: blocks human UBC13 polyubiquitin chain formation; P61088; TR-FRET; inhibition, % at 20 µM; actives 0.47% (n = 330,000); in the data active means inhibition above about 45%, passing the limit was not always enough
EBI2 antag: blocks human EBI2 receptor beta-arrestin signaling; EBI2 beta-arrestin recruitment, luminescence, 7a,25-OHC stimulated; inhibition, % at 5 µM; actives 0.81% (n = 360,000); AID 651636; in the data active means inhibition above about 38%;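 further: enzyme fragment complementation signal reports receptor beta-arrestin coupling in cells; 0% = agonist plus DMSO wells and 100% = wells without agonist; some results beyond the cut were filed as inactive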
Gli-Sufu antag: antagonists of Gli-Sufu signaling | Sufu-KO-LIGHT fibroblasts, Gli luciferase reporter luminescence | inhibition, % at 5 µM | actives 0.74% (n = 340,000) | AID 588413;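 active means inhibition above about 55%, limit read from the data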;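 further: 0% = DMSO-treated cells and 100% = wells with medium but no cells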
Apaf-1 inh: human Apaf-1 inhibition | O14727 | reconstituted apoptosome caspase-3 activity, DEVD-Rh110 fluorescence | inhibition, % at 20 µM | actives 0.71% (n = 330,000); active means inhibition of at least 40% at 20 µM;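 further: plate controls were DMSO wells for no effect and DEVD-CHO caspase inhibitor wells for full effect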
Target sequence (O14727 whole entry, looked up): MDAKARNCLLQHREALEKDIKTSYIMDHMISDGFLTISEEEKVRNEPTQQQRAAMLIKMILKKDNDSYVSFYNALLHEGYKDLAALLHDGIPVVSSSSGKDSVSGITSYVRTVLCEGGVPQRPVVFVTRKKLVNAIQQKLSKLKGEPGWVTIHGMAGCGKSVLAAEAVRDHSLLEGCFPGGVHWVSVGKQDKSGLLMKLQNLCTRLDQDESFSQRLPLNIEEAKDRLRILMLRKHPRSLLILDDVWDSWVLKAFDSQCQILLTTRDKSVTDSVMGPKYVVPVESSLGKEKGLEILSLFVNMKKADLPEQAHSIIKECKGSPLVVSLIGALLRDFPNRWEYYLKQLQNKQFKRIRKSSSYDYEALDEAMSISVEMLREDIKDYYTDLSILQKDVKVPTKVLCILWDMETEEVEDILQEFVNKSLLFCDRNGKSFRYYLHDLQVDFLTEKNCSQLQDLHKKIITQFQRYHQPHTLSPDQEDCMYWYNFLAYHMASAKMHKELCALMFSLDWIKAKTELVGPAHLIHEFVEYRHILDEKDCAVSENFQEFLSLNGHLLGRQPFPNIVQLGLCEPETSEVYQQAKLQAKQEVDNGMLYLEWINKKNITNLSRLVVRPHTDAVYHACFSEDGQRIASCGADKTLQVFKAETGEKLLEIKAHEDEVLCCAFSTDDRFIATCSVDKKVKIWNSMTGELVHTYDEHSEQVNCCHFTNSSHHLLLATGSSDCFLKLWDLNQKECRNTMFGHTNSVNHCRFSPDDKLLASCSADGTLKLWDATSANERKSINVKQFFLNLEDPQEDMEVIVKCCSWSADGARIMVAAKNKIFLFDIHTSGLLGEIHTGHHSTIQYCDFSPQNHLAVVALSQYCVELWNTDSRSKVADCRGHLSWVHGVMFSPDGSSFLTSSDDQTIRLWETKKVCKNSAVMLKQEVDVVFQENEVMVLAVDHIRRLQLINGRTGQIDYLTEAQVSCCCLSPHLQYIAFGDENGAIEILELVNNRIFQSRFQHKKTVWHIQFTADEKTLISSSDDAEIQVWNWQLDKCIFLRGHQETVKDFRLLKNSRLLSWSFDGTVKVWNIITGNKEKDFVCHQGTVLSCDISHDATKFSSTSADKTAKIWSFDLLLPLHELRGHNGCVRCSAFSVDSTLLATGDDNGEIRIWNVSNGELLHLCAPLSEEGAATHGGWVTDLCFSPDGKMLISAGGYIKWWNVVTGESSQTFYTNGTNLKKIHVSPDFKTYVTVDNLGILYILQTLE
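Assay system – apoptosome proteins · Medium – Hepes buffer, pH 7.5 · Also added – cytochrome c with DEVD-Rh110 · Timing – 30 min compound preincubation, 50 min activation, room temperature · Detection – Rh110 fluorescence, excitation 480 nm, emission 540 nm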
Active calls of the source: *; / = no result given. Unless noted, no stated cut-off is given here; in the data, active means inhibition above about 50%; inactive means the rest. The list is partial. The share of hits here may be higher or lower than overall.

SMILES | 697 NFkB inh | Jurkat NFkB inh | CCR6 antagonist | SENP8 block | UBC13 polyUb | EBI2 antag | Gli-Sufu antag | Apaf-1 inh
COc1cc(NC(=O)c2ccco2)c(OC)cc1NC(=O)CCC(=O)Nc1cc(C)cc(C)c1 | -7 | -1 | 5 | 5 | -6 | 17 | 12 | 14
CC(=O)c1sc2nc(-c3ccc(C)cc3)c3c(c2c1N)CCCC3 | 3 | 4 | -5 | -2 | 23 | 11 | 5 | 17
Cc1ccc(CSc2nnc(NC(=O)Cn3cnc4ccccc4c3=O)s2)cc1 | 3 | 12 | 14 | -9 | -8 | 9 | 15 | 10
COc1ccc(OC)c(S(=O)(=O)CC(O)COc2ccccc2Cl)c1 (stereo not given) | 2 | 7 | 6 | -13 | -3 | 8 | 7 | 9
CCOC(=O)c1ccc(NS(=O)(=O)c2ccc3c(c2)n(C)c(=O)n3C)cc1 | -61 | -16 | -10 | -6 | -8 | -15 | -9 | 11
CCOC(=O)c1cc(-c2ccccc2)sc1NC(=O)C(C)Sc1nnc(C)s1 (stereo not given) | 6 | 1 | 11 | 3 | 3 | 15 | 13 | 20
COc1ccc(NS(=O)(=O)c2csc(C(=O)N3CCCC3)c2)c(OC)c1 | -11 | 6 | 5 | -4 | 1 | -6 | 11 | -9
C=CCNC(=S)NNC(=O)C(CC(C)C)CC(C)O (stereo not given) | 9 | 1 | 7 | -4 | 6 | -13 | 3 | -6
CCOC(=O)c1cnc2ccc(C)cc2c1NCCO | 19 | 7 | -4 | -3 | 1 | 7 | -15 | -13
CC(C)CCOc1ccc(C(CC(N)=O)C(=O)O)cc1 (stereo not given) | 3 | 7 | -3 | -4 | -6 | 0 | 5 | -41
Cc1cccc(NC(=O)CSc2nnc(NC(=O)c3ccc(S(=O)(=O)N4CCOCC4)cc3)s2)c1C | 1 | 9 | / | -3 | 0 | / | / | -4
O=C(COc1ccc(/C=N/NC(=O)c2ccccc2Br)cc1)Nc1ccccc1 | 9 | -20 | -2 | 14 | 3 | -7 | 6 | -12
COC(=O)c1cc(NC(=S)NC(=O)c2ccccc2)ccc1N1CCOCC1 | -12 | -22 | 20 | -5 | 0 | 4 | 0 | -8
CCCCCCCCCn1ccc(=N)cc1 | 45* | 92* | 10 | -1 | 5 | 9 | 89* | 3
COC(=O)CN1C(=S)N(c2ccc(Cl)cc2)C(=O)C1CC(=O)Nc1ccc(F)cc1 (stereo not given) | 4 | 0 | -4 | 1 | 10 | -5 | 9 | 6
CCn1c(=O)c2sccc2n2c(CCCC(=O)NC3CCN(Cc4ccccc4)CC3)nnc12 | 1 | 12 | -8 | 4 | -2 | -9 | 0 | -1
O=C(CCCNC(=O)/C(=C/c1ccc(F)cc1)NC(=O)c1ccccc1)OCc1ccccc1 | -5 | 11 | 26 | -2 | 5 | -6 | 1 | -3
COc1ccc2c(c1)cc(C(O)c1ccccn1)n2S(=O)(=O)c1ccccc1 (stereo not given) | -4 | -20 | 13 | -1 | 4 | 3 | 3 | -8
C[C@H](CO)N1C[C@H](C)[C@@H](CN(C)C(=O)Nc2ccc(C(F)(F)F)cc2)Oc2ccc(NC(=O)c3ccncc3)cc2C1=O | 4 | -9 | 1 | 8 | 16 | -4 | -11 | 6
O=C(COc1c(Cl)cccc1Cl)NN1C(=O)CSC1=S | 26 | 7 | -5 | 6 | 9 | -2 | -9 | 2
CN(CC(=O)NCC1CCCCC1)CC(=O)Nc1ccc(F)cc1 | -7 | -6 | -8 | -12 | -6 | -5 | 8 | 17
CCC(=O)Nc1ccc2nc(C)n(CC(=O)Nc3ccccc3)c(=O)c2c1 | 7 | -15 | 0 | 0 | -2 | -7 | 27 | 0
COc1ccc(NC(=O)CN(C)C(=O)Cc2ccc(S(=O)(=O)N3CCOCC3)s2)cc1 | -36 | -21 | 5 | -3 | -7 | -8 | -16 | -3
COCc1c(C(=O)OCC(=O)N2CCCC2=O)oc2ccccc12 | 10 | 0 | 6 | -8 | -2 | -1 | -6 | -6
C/C(=N\NC(=O)c1ccc(C(=O)N/N=C(\C)c2ccco2)o1)c1ccco1 | 4 | -1 | -5 | -7 | -17 | 10 | -11 | 5
CCn1c(Cc2ccccc2)nnc1SC(C)C(=O)NC1CC1 (stereo not given) | -15 | 4 | 3 | 91* | -1 | 3 | -5 | 4
COc1ccccc1N(CC(=O)N1CCOCC1)S(C)(=O)=O | -14 | 5 | -13 | 0 | -6 | -6 | -9 | -7
CCSc1ccccc1-c1nc(-c2ccncc2)no1 | -19 | 3 | 7 | 10 | 18 | 4 | -14 | 15
Cc1ccc(CC2CC(=O)N(c3ccncc3)C2=O)cc1 (stereo not given) | 8 | 9 | -16 | 7 | 5 | -9 | 4 | 2
Cc1cc2oc(=O)cc(CN(C)Cc3ccccc3Cl)c2cc1C | -7 | -8 | 13 | -2 | -2 | 14 | -15 | 21
CC1CC(C)CN(C(=O)c2cn(C)c3ccc(S(=O)(=O)N(C)C)cc3c2=O)C1 (stereo not given) | 2 | 11 | 9 | 8 | 1 | -7 | 4 | 2
CCN(CC)C(=O)CN(c1cc(Cl)ccc1OC)S(=O)(=O)c1ccc(C)c([N+](=O)[O-])c1 | 7 | -9 | 18 | -5 | -4 | 16 | 13 | 5
COC(=O)C(C(=O)Nc1cccc(Cl)c1C)C1CCCC1 (stereo not given) | 7 | 0 | 13 | 1 | 4 | -7 | -16 | -7
Cc1ccc(S(=O)(=O)N(C)c2nonc2C)cc1 | 5 | 1 | 10 | 1 | 6 | -5 | 3 | 8
CCCC(C)c1oc(=O)cc(O)c1C (stereo not given) | 12 | / | -9 | / | / | -12 | 6 | 5
O=C(O)c1ccc(S(=O)(=O)NC2CCCCCC2)cc1 | 20 | -6 | 0 | -3 | 0 | -8 | 0 | 5
C=C(C)CNC(=S)NNC(=O)CCn1c2cc(Cl)ccc2c2ccc(Cl)cc21 | 4 | -11 | -7 | -15 | -16 | -16 | -3 | 16
CN(CC(=O)Nc1ccc(Cl)cc1)C(=O)C1CCCC1 | -17 | -8 | 21 | -5 | -8 | -4 | -10 | -3
CCN(CCCNC(=O)c1ccc2c(c1)NC(=O)CN2C)c1cccc(C)c1 | -19 | -11 | 14 | -4 | -2 | 8 | 13 | 15
C=CC1CN(C(=O)OCC(Cl)(Cl)Cl)C2CC3c4ccc(OC)cc4NC3C3CC1C2CO3 (stereo not given) | 12 | 15 | -15 | 5 | -11 | 13 | 0 | -2
COc1ccc(CCNC(=O)CNC(=O)c2nn(-c3ccc(OC)c(OC)c3)c(=O)c3ccccc23)cc1OC | 12 | 11 | 3 | 4 | -1 | -18 | -1 | 6
COC(=O)CNc1nc(Cl)nc(NC2CCCCC2)n1 | 3 | 4 | 11 | 5 | 0 | 6 | / | 2
CC(C)(C)NC(=O)COC(=O)c1c2c(nc3ccccc13)CCC2 | 25 | 6 | -9 | 2 | -9 | -24 | -7 | 2
CC(C(=O)Nc1ccc(C#N)cc1)N1CCN(C(=O)C2CC2)CC1 (stereo not given) | 3 | 6 | -5 | -8 | 6 | -1 | -6 | -2
COc1cccc2c3c(c(=O)[nH]c12)CC(C)(C)O3 | 13 | 13 | 16 | 5 | 4 | 4 | -9 | -14
O=C(Nc1nnc(-c2ccco2)o1)c1ccc(Cl)cc1 | 17 | 9 | 16 | -1 | -23 | -1 | 0 | -3
c1ccc2c(c1)CCc1snnc1-2 | 6 | 15 | 16 | 3 | 2 | -5 | -12 | -2
Cc1nnc(SCC(=O)NC(C)c2ccccc2)[nH]c1=O (stereo not given) | 11 | 0 | -4 | -8 | -4 | -1 | 4 | -5
COCc1cc(CN2CCN(C)CC2)c(O)c2ncccc12 | -8 | 2 | -8 | 8 | -27 | 8 | 10 | 8
O=C(NCc1ccco1)/C(=C/c1ccc([N+](=O)[O-])cc1)NC(=O)c1ccco1 | 2 | 15 | 4 | 6 | -2 | -5 | 9 | -7
CCc1cccc(NS(=O)(=O)c2ccc3c(c2)N(C)CCO3)c1 | -38 | 15 | -8 | 10 | 4 | -2 | 29 | 6
CCOc1c(Cl)cc(/C=N/O)cc1OC | 5 | 8 | 14 | 2 | 1 | 1 | 4 | -8
COC(=O)[C@H](CCSC)NC(=O)c1cccnc1SC | 23 | 13 | -5 | 4 | 4 | -10 | -2 | -20
Cn1nccc1C(=O)N1CCN(c2ccccc2F)CC1 | 14 | 6 | 7 | 0 | 1 | -3 | 2 | 14
CCOC(=O)c1c(C)[nH]c(C(=O)Nc2ccc3c(c2)OCO3)c1C | -154 | -187 | / | 60* | -2 | / | / | 14
Cc1ccsc1CNC(=O)c1c(-c2ccccc2)noc1C | -10 | -7 | 2 | -6 | 3 | 15 | 6 | 3
CCOc1cc(/C=N/NC(=O)c2ccc(NC(=O)C3CC3)cc2)ccc1O | 39* | 22 | 0 | -3 | -1 | 4 | 3 | -11
O=C(NCc1cccs1)c1cc(-c2ccc(O)cc2)on1 | -54 | -42 | 1 | -9 | 8 | 11 | -60 | 7
C=C(C)C(=O)Nc1cccc(C2=NOC3(C2)C[C@@H](C(N)=O)N(C(=O)/C(C)=C/C)C3)c1 (stereo not given in full) | -3 | -6 | 7 | -8 | -148 | -4 | -6 | -288
O=C(OCC(=O)N1CCCC1=O)c1cc(Cl)ccc1O | 27 | 22 | 15 | -3 | 2 | 2 | -11 | -1

Further structures follow.
SMILES | 697 NFkB inh | Jurkat NFkB inh | CCR6 antagonist | SENP8 block | UBC13 polyUb | EBI2 antag | Gli-Sufu antag | Apaf-1 inh
Oc1ccc(/C=N/Nc2ccc3ccccc3c2)c(O)c1 | -39 | -44 | 4 | 9 | -3 | 5 | 0 | -5
Cc1ccc(C(=O)N(Cc2sccc2C)C2CCS(=O)(=O)C2)cc1 (stereo not given) | -23 | -6 | 6 | -1 | -6 | 1 | 8 | 18
CCOc1ccccc1NC(=O)CCS(=O)(=O)c1cccc2nsnc12 | 14 | 18 | 2 | 8 | 1 | 8 | -1 | 4
CC(=O)Nn1c(COc2ccccc2C)nc2ccccc2c1=O | 0 | -12 | 6 | -1 | 4 | -1 | 3 | 1
COc1ccc(CCNC(=O)Cn2cnc3c(nnn3Cc3ccc(C)cc3)c2=O)cc1OC | 7 | -9 | -4 | -4 | 2 | -4 | 1 | 5
COc1ccc(C2=CSC3=NCCN23)cc1[N+](=O)[O-] | 15 | -23 | 7 | -8 | -3 | 5 | 16 | 0
CCN1CCc2c(sc(NC(=O)COc3ccccc3)c2C(=O)OC)C1 | -4 | -2 | 12 | -11 | 1 | 13 | 14 | 15
C=CCNC(=O)c1cccn1-c1ccsc1C(=O)OC | 2 | -3 | -10 | 0 | 2 | 10 | -1 | -2
O=C(NNC(=O)c1nn(-c2ccc(F)cc2)ccc1=O)Nc1cccc(Cl)c1 | 8 | -7 | 17 | 6 | 10 | -13 | -13 | -15
Clc1ccc(-n2nnnc2CN2CCCCC2)cc1Cl | -20 | -7 | 15 | -12 | -6 | -4 | -2 | -1
CCOC(=O)C1=C(CSc2nc(CC)c(C)cc2C#N)OC(N)=C(C#N)C1c1ccccc1 (stereo not given) | 12 | 5 | 17 | 3 | -2 | 15 | 0 | 15

High-throughput results from PubChem.
